High-throughput results: PubChem BioAssay, National Center for Advancing Translational Sciences (NCATS)
Mito fusion act: blocks mitochondrial division or promotes mitochondrial fusion; S. cerevisiae fusion-defective mutant growth rescue, CellTiterGlo 48 h; Potency, µM (titrated, usually from 46.1 µM), without a hit: top-dose growth rescue (activation), usual class: activators; 320,000 compounds, 0.23% hits; AID 485298;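 further: potency means the concentration at half of the fitted maximal effect; % of control where 0% means no effect; nearly all actives have a fitted effect of over 45% in size; temperature-sensitive fusion mutants such as fzo1-1 at 37 °C on non-fermentable ethanol glycerol medium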
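Growth-rescue viability read-out: after 48 h at the non-permissive 37C in glycerol/ethanol YPEG, yeast mitochondrial fusion mutants are measured by CellTiterGlo luminescence; compounds (23 nl pinned per well) restoring growth score as division inhibitors or fusion activators.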
Chronic BCR inh: inhibitors of chronic active B-cell receptor signaling; ABC-DLBCL IkBa-CBG/CBR reporter, luminescence ratio, 4 h; Potency, µM (titrated, usually from 46.1 µM), for the others: at the highest dose ratio change, negative = lower green/red ratio, most hits filed as inhibitors; 340,000 compounds, 0.05% hits; AID 493014; active means well fitted inhibition curve with a large enough effect in the signal ratio, with a control signal flat, not every such curve was filed as active; inconclusive means small, poorly fitted or top-dose-only effect, or effect the other way, or a change in a side signal; the % refers to the signal ratio;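 further: potency means the concentration at half of the fitted maximal effect; plate controls were basal doxycycline-induced cells for no effect and cells given 10 µM MG132 for full effect; MG132 reads +100%, hits lower the ratio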
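TMD8 ABC-DLBCL cells carrying doxycycline-inducible green luciferase fused to IkappaBalpha plus unfused red luciferase were exposed to compounds (up to 46 uM) for 4 hrs at 37C. Activity came from the overlap-corrected green/red luminescence ratio.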
TSHR antagonist: blocks TSH signaling through the human TSH receptor; 330,000 compounds, 0.2% hits; activity change, negative = inhibition, % at 11.5 µM; P16473; TSHR-expressing cells, TSH-stimulated cAMP HTRF, 2 h; hits give low values;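 active means activity change below a set negative limit, meaning inhibition stronger than a set level, cut at about -70% in these data; inconclusive means activity change between two set negative limits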; further: on the % scale 0 is the no-effect control and ±100 the full control effect
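TSHR-expressing cells, 200/well, pre-treated with compound, then stimulated with EC80 TSH (4nM final) for 2 hours at 37 deg C. cAMP measured by competitive HTRF: anti-cAMP cryptate antibody in lysis buffer plus cAMP-d2, read after 30 minutes at room temperature.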
ELG1 repair inh: inhibitors of ELG1-dependent DNA repair in HEK293T cells | HEK293T ELG1-luciferase reporter, luminescence, 16 h; DNA damage induced by 5-fluorouridine | Potency, µM (highest dose often 46.1 µM), for inactives: at the top dose activity change, negative = inhibition, usual class: inhibitors | 330,000 compounds, 2.3% hits | AID 504467; further: potency means the concentration at half of the fitted maximal effect; on the % scale 0 is the no-effect control and ±100 the full control effect; nearly all actives have a fitted effect of over 55% in size
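Reporter activity after DNA damage by 5-fluorouridine is monitored. Compound-treated cells incubate 16 hr at 37 °C, then ONE-Glo is added for 30 min before luminescence reading.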
TSG101-PTAP inh: blocks PTAP/TSG101 interaction to inhibit HIV-1 budding. Q99816. Fluorescence polarization, FITC-PTAP peptide / Tsg101 binding. Potency, µM (highest dose often 115 µM), without a hit: at the highest dose activity change, negative = inhibition, hits mostly inhibitors. 340,000 tested, under 10 active. AID 493005; active means well fitted inhibition curve with a large enough effect in the main read-out, with a control signal flat, not every such curve was filed as active; inconclusive means small, poorly fitted or top-dose-only effect, or effect the other way, or a change in a side signal; inactive means no such curve, though single readings can be large or run the other way; further: potency means the concentration at half of the fitted maximal effect; % of control where 0% means no effect
Target sequence (Q99816 whole entry, looked up): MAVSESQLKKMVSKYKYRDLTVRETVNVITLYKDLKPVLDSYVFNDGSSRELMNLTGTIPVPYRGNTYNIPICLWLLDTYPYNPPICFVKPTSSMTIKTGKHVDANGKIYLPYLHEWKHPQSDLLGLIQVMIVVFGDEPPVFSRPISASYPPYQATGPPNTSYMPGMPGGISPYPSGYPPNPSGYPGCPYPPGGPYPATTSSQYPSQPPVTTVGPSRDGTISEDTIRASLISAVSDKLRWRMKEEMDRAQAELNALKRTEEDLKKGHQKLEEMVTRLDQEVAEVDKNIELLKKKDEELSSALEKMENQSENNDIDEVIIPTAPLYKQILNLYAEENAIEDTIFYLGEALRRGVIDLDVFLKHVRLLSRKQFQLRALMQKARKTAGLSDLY
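FP read-out: FITC-PTAP peptide, 50 nM final, binding Tsg101 binding domain, 10 uM final; 20 min, r.t.; 10 mM HEPES pH 7.5, 0.15 M NaCl, 0.01% Tween 20, 3 mM EDTA, 0.1 mM TCEP.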
S-ASM inh: human S-ASM enzyme inhibition. placental ASM, HMU-PC fluorogenic substrate, 60 min. Potency, µM (highest dose often 57.5 µM), for the others: at the top dose activity change, negative = inhibition, most hits filed as inhibitors. 340,000 compounds, 0.006% hits. AID 504937; further: potency means the concentration at half of the fitted maximal effect
Target sequence (P17405 47-631 limits assumed): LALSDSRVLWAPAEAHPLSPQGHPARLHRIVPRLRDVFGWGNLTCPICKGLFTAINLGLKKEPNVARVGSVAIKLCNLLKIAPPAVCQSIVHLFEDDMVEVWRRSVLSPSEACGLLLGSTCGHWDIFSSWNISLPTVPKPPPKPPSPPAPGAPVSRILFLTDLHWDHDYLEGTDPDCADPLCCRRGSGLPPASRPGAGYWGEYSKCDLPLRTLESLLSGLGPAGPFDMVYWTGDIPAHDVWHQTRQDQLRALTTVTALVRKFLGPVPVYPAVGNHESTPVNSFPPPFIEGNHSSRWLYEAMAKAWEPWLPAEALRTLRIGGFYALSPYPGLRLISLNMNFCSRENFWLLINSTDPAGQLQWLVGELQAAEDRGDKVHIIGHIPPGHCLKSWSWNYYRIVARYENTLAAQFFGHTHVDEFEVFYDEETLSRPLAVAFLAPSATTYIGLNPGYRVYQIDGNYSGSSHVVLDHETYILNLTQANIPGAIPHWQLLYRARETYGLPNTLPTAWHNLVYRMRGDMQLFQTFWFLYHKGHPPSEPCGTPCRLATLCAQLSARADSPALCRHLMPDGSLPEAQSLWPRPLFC
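HMU-PC0 cleavage (9 uM final) by human placental ASM, 60 min at 37 °C following 10 min compound exposure at RT; stopped at pH 10, fluorescence Ex 386/Em 447 nm.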
Eya2 phos inh: inhibitors of human Eya2 phosphatase activity | O00167 | recombinant Eya2, OMFP fluorescence dephosphorylation (OMFP is methylfluorescein phosphate) | Potency, µM (titrated, usually from 76.9 µM), for the others: top-dose activity, negative = inhibition, actives largely listed as inhibitors | 330,000 compounds, 0.006% hits | AID 488837; further: potency means the concentration at half of the fitted maximal effect; on the % scale 0 is the no-effect control and ±100 the full control effect
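Eya2 protein (added as 0.2 uM solution) was preincubated with compound for 10 min at ambient temperature in 50 mM HEPES pH 7.5, 50 mM NaCl, 5 uM MgCl2, 0.05% BSA, 1 mM DTT. OMFP (added at 50 uM) then reacted 10 min; fluorescence read at 485/525 nm.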
Integrin act MD: activators of alpha7 integrin expression for muscular dystrophy; alpha7betagal myoblasts, beta-gal FDG fluorescence, 48 h; Potency, µM (series often up to 38.3 µM), inactives show top-dose activation, usual class: activators; 350,000 compounds, 0.064% hits;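 further: potency means the concentration at half of the fitted maximal effect; 100% = response of the positive control SU9516; nearly all actives have a fitted effect of over 60% in size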
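alpha7betagal+/- myoblasts (passage 13, 250/well) treated 48 h at 37C with compounds at 1:260 dilution of DMSO stock. Lysed, then beta-galactosidase activity read as FDG fluorescence (ex 480/em 540) after 30 min, with pre-read for autofluorescence.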
A-T KAP1 phos: candidate therapy for ataxia-telangiectasia | Potency, µM (titrated, usually from 57.5 µM), for the others: top-dose activation, hits mostly activators | AID 485349 | 320,000 compounds, 0.19% hits | […] A-T fibroblasts, KAP-1 phosphorylation AlphaLISA; neocarzinostatin DNA damage 30 min before lysis; further: potency means the concentration at half of the fitted maximal effect; % of control where 0% means no effect; nearly all actives have a fitted effect of over 45% in size
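hTERT-immortalized A-T patient fibroblasts ([…]), 500 cells/well in OPTI-MEM, 1% FBS, got compounds for 60 min, then NCS for 30 min at 37C. Lysates were then assayed for phospho-KAP-1 by AlphaLISA (anti-pKAP1 donor, anti-KAP1 acceptor beads), 6 hr at 25C.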
Tb PFK inh: T. brucei PFK enzyme inhibition | O15648 | Potency, µM (doses to about 57.5 µM), for the others: at the top dose activity, negative = inhibition, hits mostly inhibitors | 330,000 compounds, 0.17% hits | T. brucei PFK, ADP-Glo luminescence;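 further: potency means the concentration at half of the fitted maximal effect; 0% = uninhibited 1x PFK enzyme wells and -100% = no-enzyme wells; nearly all actives have a fitted effect of over 60% in size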
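ADP-Glo luminescence quantified ADP after 45 min at room temperature, with 1.25 nM T. brucei PFK, 0.1 mM ATP and 0.5 mM fructose-6-phosphate in pH 8.0 TEA buffer. qHTS titrations up to 57 µM; curves classified by quality.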
TCR act: activates T cell receptor signaling. 330,000 tested, under 10 active. Potency, µM (titrated, usually from 9.22 µM), without a hit: top-dose activation of IL-2 secretion, most hits filed as activators. AID 504894. primary human leukocytes, anti-CD3, IL-2 HTRF, 48 h; further: % of control where 0% means no effect
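HTRF read-out of IL-2 secretion: europium cryptate donor excited at 320nm, d2 acceptor emission at 665nm. Cells were primary human leukocytes incubated 48 hr with compounds and a-CD3 beads, supplying TCR signal only.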
Active calls of the source: *; u = inconclusive; x = no result given; [ ] = another dose, or the depositor's remark. Unless noted, the call rests on the fitted dose curve; in most records, active means well fitted curve in the direction sought with a large enough effect; inconclusive means small, poorly fitted or top-dose-only effect, or another doubt; inactive means no such curve, though single readings can be large; an effect the other way counts as inactive or inconclusive.

SMILES	Mito fusion act	Chronic BCR inh	TSHR antagonist	ELG1 repair inh	TSG101-PTAP inh	S-ASM inh	Eya2 phos inh	Integrin act MD	A-T KAP1 phos	Tb PFK inh	TCR act
COCCn1cnc2c1c(=O)[nH]c(=O)n2Cc1ccccc1	3%	7%	-11	-10%	-6%	2%	-1%	15%	-8%	0%	8%
Cc1ccc(NC(=S)N2CCCC2)cc1Cl	-9%	2%	7	23%	0%	1%	-2%	u	6%	1%	3%
COc1ccc(NS(=O)(=O)c2cccc(Cl)c2)cc1S(=O)(=O)N1CCCCC1	9%	u	55	u	2%	-3%	0%	-1%	5%	6%	-4%[46.1 µM]
C=CCNc1nc(C(=O)OCC(=O)c2ccccc2)cs1	0%	7%	20	27%	-8%	2%	6%	-15%	6%	8.5µM*	-4%
COC(=O)c1ccc(-c2ccco2)n1Cc1nc(-c2ccc(OC)c(OC)c2)oc1C	-9%	u	-3	u	-1%	-5%	0%	-48%[inhibitor]	-3%	-6%	5%
CS(=O)(=O)c1ccc2nc(NC(=O)Nc3ccc(Cl)cc3)sc2c1	-10%	9%	-7	3%	-5%	1%	-1%	1%	0%	-1%	0%[46.1 µM]
O=C(COc1coc(CN2CCN(c3ccccc3)CC2)cc1=O)NC1CCCCC1	3%	1%	12	0%	-1%	x	8%	-1%	11%	5%	-5%
Cc1ccccc1Oc1cc(NC(=O)CCCn2nc(C)c([N+](=O)[O-])c2C)cc([N+](=O)[O-])c1	30%	u	-22	u	1%	-6%	-1%	-20%	-2%	0%	2%[46.1 µM]
O=C(N/C(=C/c1ccco1)C(=O)N1CCOCC1)c1ccc([N+](=O)[O-])cc1	-6%	-1%	37	-5%	-2%	-3%	8%	4%	-3%	-2%	-1%
COC(=O)CCN(Cc1ccccc1)S(=O)(=O)c1ccccc1Br	x	3%	-25	-3%	-3%	1%	2%	11%	13%	-1%	4%[46.1 µM]
CCCN1CNC(=S)N(CC2CCCO2)C1 (configuration not stated)	4%	6%	32	u	1%	3%	2%	-1%	0%	0%	-1%[46.1 µM]
O=[N+]([O-])c1ccc(C[n+]2cccc3ccc4cccnc4c32)cc1	-3%	u	26	7.3µM*	-2%	-1%	3%	-37%	0%	-8%	0%
CCCOC(=O)CSC1=C(C#N)C(c2ccccc2OC)C(C#N)C(=O)N1 (configuration not stated)	-1%	u	-4	1%	-5%	4%	-27%	9%	-1%	-2%	-6%
COc1ccccc1NC(=O)c1ccc(NC(=O)COC(=O)C2CCCO2)cc1 (configuration not stated)	-5%	-7%	8	u	-3%	8%	8%	10%	2%	1%	10%
CCOC(=O)C1CCN(Cc2ccc(F)c(Br)c2)CC1	1%	0%	5	-8%	-8%	7%	14%	18%	4%	-22%	-4%
O=C(Nc1ccccc1)N1CCCC1	6%	u	2	25%	1%	3%	-19%	-16%	x	3%	-3%
CN1C(=O)/C(=C/c2cccc([N+](=O)[O-])c2)C(=O)N1c1ccccc1	-5%	-1%	-2	u	2%	-4%	10%	-44%	1%	5%	x
Cc1ccc(CNC(=O)Cn2c(=O)c3sccc3n(Cc3cccc([N+](=O)[O-])c3)c2=O)cc1	-24%	-1%	-13	u	x	x	-1%	x	1%	0%	2%[46.1 µM]
COc1ccc(C2(C)NC(=O)N(CC(=O)NCC(=O)Nc3ccc(F)c(F)c3F)C2=O)cc1OC (configuration not stated)	x	10%	1	22%	-4%	1%	-6%	7%	1%	0%	-3%[46.1 µM]
O=C(NNC(=O)c1ccccc1F)C1=NN(c2ccccc2)C(=O)CC1	-12%	-13%	7	4%	-2%	2%	-14%	15%	-2%	-6%	4%
Cc1ccc(N(C(=O)CNC(=O)c2ccco2)C(C(=O)NC2CCCC2)c2cccnc2)c(C)c1 (configuration not stated)	-4%	u	4	9%	1%	0%	-25%	22%	2%	-4%	-3%
CCOC(=O)c1ccc(N2C(=O)CC(N3CCN(C(=O)c4ccccc4)CC3)C2=O)cc1 (configuration not stated)	-10%	u	8	-11%	-1%	5%	-2%	-21%	-4%	0%	5%
CC1CCN(S(=O)(=O)c2ccc(C(=O)Nc3nnc(-c4ccncc4)o3)cc2)CC1	23%	u	-18	u	-4%	5%	-2%	-6%	-3%	0%	1%
Cc1cccc(-c2nc(CS(=O)CC(=O)NCc3cccs3)c(C)o2)c1 (configuration not stated)	-1%	u	0	8%	-3%	-1%	15%	4%	6%	-2%	0%
CCOC(=O)C1CCCc2c1[nH]c1ccc(Cl)cc21 (configuration not stated)	-6%	19%	-10	u	-2%	-6%	-11%	7%	-2%	-4%	-1%
C[C@H](CO)N1C[C@H](C)[C@@H](CN(C)C(=O)Nc2ccc3c(c2)OCO3)Oc2c(NC(=O)Nc3ccccc3)cccc2C1=O	x	-1%	-7	6.5µM*	-5%	-10%	5%	-4%	3%	-4%	-2%
CCN(CC)C(=O)CS(=O)CC(=O)Nc1cc(OCCOC)c(Cl)cc1Cl (configuration not stated)	1%	0%	7	-14%	2%	2%	-2%	5%	-7%	-1%	-1%
O=Cc1ccccc1-n1cccn1	7%	-2%	-3	0%	-1%	5%	-20%	-19%	0%	-1%	-8%
CCCC(=O)Nc1ccc2c(c1)C(=O)N(CCC(=O)O)C2=O	-2%	5%	-5	10%	-6%	46%[activator]	-9%	-8%[7.66 µM]	2%	-2%	x
COc1ccc(NC(=O)COC(=O)CCC(=O)c2cccs2)cc1OC	-2%	0%	10	8%	-4%	4%	6%	-24%	1%	1%	-1%
COC(=O)COc1ccc(/C=C2/SC(=O)N(CC(=O)N3CCCC3)C2=O)cc1Br	1%	4%	-16	u	-4%	0%	-12%	-8%	1%	-2%	7%
CCOc1ccc(CN(C)C(=O)c2cccc(S(=O)(=O)N3CCCC3)c2)cc1OC	-3%	u	-2	-2%	-5%	2%	1%	u	12%	-1%	8%
COc1cc(OC)cc(C(=O)/C=C2\Sc3ccccc3N2C)c1	-1%	u	-6	u	1%	31%[activator]	0%	4%	9%	1%	1%
COCCC1CCCCN1C(=O)c1cccc(OC2CCN(C3CCCC3)CC2)c1 (configuration not stated)	-6%	5%	-3	-7%	-4%	8%	-6%	0%	1%	-1%	6%
CN(NC(=O)Nc1ccc(Cl)cc1)c1c(Cl)c(Cl)nn1C	10%	13%	-6	-12%	-1%	1%	-10%	5%	9%	-1%	2%
Cc1c([N+](=O)[O-])c([N+](=O)[O-])nn1CC(=O)N1CCOCC1	10%	14%	-3	-15%	-5%	1%	1%	-25%	-6%	-5%	6%
COc1ccc2c(Cn3cnc4cc([N+](=O)[O-])ccc4c3=O)cc(=O)oc2c1	5%	u	-10	u	-3%	-2%	9%	-31%	3%	0%	-2%
COc1ccc(C(=O)NCC(c2cccnc2)N2CCN(c3ccccc3)CC2)cc1OC (configuration not stated)	0%	0%	-11	-10%	-5%	1%	-18%	21%	0%	-3%	-2%[46.1 µM]
COc1ccc(Cc2nn3c(-c4ccccc4Br)nnc3s2)cc1	20%	u	-3	u	-1%	-6%	-17%	24%	-4%	-8%	2%
O=C(O)c1ccc2c(c1)ncn2C1CCCC1	-7%	10%	2	u	0%	1%	6%	-3%	3%	-4%	11%
CCNc1nc(NC(C)C)nc(OCCOC(=O)c2ccccc2)n1	0%	-24%	-7	-9%	-5%	-2%	-16%	9%	3%	-1%	2%[46.1 µM]
CNc1nc(N/N=C/c2cc3c(cc2[N+](=O)[O-])OCO3)nc(Nc2ccccc2)n1	-4%	u	-5	u	-1%	-10%	12%	-77%[inhibitor]	-9%	-2%	-5%
